Bioassay records from PubChem.
OX1R FRET antag = antagonists of human orexin 1 receptor (OX1R); inhibition, % at 6.6 µM; AID 485270, 2010; Orexin/Hypocretin receptor type 1 (Homo sapiens), O43613; OX1R-expressing cells, FRET antagonist read-out; hit rate 1.8% among 330,000; in the data active = inhibition mostly above about 38%, no sharp cut-off; inactive = mostly below about 40%;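 note: 0% = agonist challenge alone and 100% = reference antagonist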
STK33 inh = inhibitors of purified STK33 kinase, primary screen, biochemical, ADP-Glo luminescence, homogeneous, cell-free; MBP phosphorylation; AID 2661, 2010; hit rate 0.073% among 320,000; inhibition, % at 10 µM; Serine/threonine-protein kinase 33 (Homo sapiens), Q9BYT3;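 active = inhibition at or above 25%, using the most active replicate where run in duplicate; inactive = inhibition below 25%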
KCNQ2 inh = KCNQ2 potassium channel inhibitors, primary screen, cell-based, CHO-K1, FluxOR thallium flux, B-score (AID 2156). 20 min; stronger effect = lower value. hit rate 1.1% among 310,000. B-score at 10 µM. Potassium voltage-gated channel subfamily KQT member 2 (Rattus norvegicus), O88943;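 active = fluorescence ratio B-score at most minus 3 library SDs, with starting brightness B-score within 2 library SDs, cut at about -5.5 in these data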
Target sequence (O88943 whole entry, looked up): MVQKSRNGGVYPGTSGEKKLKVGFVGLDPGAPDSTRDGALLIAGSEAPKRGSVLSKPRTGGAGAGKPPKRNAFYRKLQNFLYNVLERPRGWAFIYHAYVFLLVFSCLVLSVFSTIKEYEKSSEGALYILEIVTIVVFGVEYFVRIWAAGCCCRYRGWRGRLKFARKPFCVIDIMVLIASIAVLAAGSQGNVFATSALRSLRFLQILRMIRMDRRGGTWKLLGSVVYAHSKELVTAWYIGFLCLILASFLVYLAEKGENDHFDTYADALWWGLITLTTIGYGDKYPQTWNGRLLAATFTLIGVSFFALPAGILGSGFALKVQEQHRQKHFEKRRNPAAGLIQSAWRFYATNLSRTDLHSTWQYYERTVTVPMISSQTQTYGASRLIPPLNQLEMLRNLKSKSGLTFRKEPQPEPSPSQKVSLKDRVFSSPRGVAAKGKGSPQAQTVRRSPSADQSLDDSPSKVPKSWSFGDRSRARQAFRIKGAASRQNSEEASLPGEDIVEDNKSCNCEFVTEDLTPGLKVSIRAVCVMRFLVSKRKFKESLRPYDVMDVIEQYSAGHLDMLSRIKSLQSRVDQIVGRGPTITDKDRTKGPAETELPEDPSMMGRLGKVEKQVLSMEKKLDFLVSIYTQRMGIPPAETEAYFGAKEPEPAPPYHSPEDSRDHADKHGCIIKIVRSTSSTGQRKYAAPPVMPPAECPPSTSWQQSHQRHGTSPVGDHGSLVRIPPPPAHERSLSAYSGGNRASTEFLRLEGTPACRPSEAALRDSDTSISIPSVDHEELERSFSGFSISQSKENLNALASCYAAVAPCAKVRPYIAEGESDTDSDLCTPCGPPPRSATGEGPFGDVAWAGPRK
An asterisk follows results filed as active; i = inactive; . = not tested or not shown.

SMILES	OX1R FRET antag	STK33 inh	KCNQ2 inh
CCOc1ccc(N(CC(=O)NCc2ccccc2Cl)S(=O)(=O)c2c(C)noc2C)cc1	3	-0.6	i
Cc1ccc(-c2cc(C(=O)OCC(=O)N(C)c3c(N)n(Cc4ccccc4)c(=O)[nH]c3=O)c3ccccc3n2)o1	19	1.3	i
Cc1ccc(C(OC(=O)c2ccco2)C(=O)NCc2cccs2)cc1 (stereo not drawn)	8	4.4	i
Cc1ccc(S(=O)(=O)N2CCCC(NC(=O)N3CCN(c4ccccc4)CC3)C2)cc1 (stereo not drawn)	23	-0.9	i
CCc1nn(C(CC)C(=O)NCc2cccc(OC)c2)c(=O)c2cc3occc3n12 (stereo not drawn)	17	-1.7	i
Cn1c(=O)c2c(n3cnnc13)-c1ccccc1CC21CCCC1	9	7.5	i
C[C@@H]1C[C@H](O)c2cc(Cl)ccc2N1	13	-0.2	i
CC(C)C(NC(=O)C1CCC(C(C)(C)C)CC1)C(=O)NCCCN1CCCCC1 (stereo not drawn)	12	-2.0	i
COC(=O)c1ccccc1NC(=O)CN1CCC(C)CC1	9	-0.1	i
Cc1cc(=O)n(CC(C)C)c(O)c1C#N	3	-3.4	.
O=C(Cn1cc2c(n1)CCCC2)Nc1cc(-c2cccc(Cl)c2)no1	14	-1.3	i
O=C(CSc1ccccc1)NCCc1ccc(F)cc1	4	0.0	i
COc1ccccc1CN1CCNC(=O)C1CC(=O)NCCCN1CCCC1=O (stereo not drawn)	9	0.3	i
COCCCNC(=O)c1c(N)n(-c2cccc(S(N)(=O)=O)c2)c2nc3ccccc3nc12	5	1.1	i
Cc1csc(NC(=O)c2ccc(Cl)cc2[N+](=O)[O-])n1	20	-1.4	i
Cc1onc(-c2ccccc2Cl)c1C(=O)Nc1cccc(S(=O)(=O)N2CCOCC2)c1	8	-0.4	.
CCN1CCN(c2ccc(S(=O)(=O)N3CCCCC3)cc2NC(=O)c2ccc(OC(F)F)cc2)CC1	11	-1.2	i
O=C1CCC/C(=N/NC(=O)c2sc3ccccc3c2Cl)C1	9	0.1	i
O=C(NN1C(=O)C2C3C=CC(C3)C2C1=O)c1cccc(Cl)c1 (stereo not drawn)	15	-0.8	i
Cc1ccc(S(=O)(=O)NCCC2=CCCCC2)cc1C(N)=O	41	0.3	i
COc1ccc(CCC(=O)N2CCN(C(=O)c3ccccc3)CC2)cc1	1	-1.0	i
Cn1c(SCc2nc3ccccc3c(=O)[nH]2)nc2ccccc21	26	0.1	i
CN(C)S(=O)(=O)CC12CCC(CC1=O)C2(C)C (stereo not drawn)	3	-0.7	i
COC(=O)c1ccc(NC(=O)CSc2nnc(C)n2CC2CCCO2)cc1 (stereo not drawn)	89*	-0.9	i
Cc1cc(C(=O)Nc2cccnc2Cl)on1	12	1.2	i
CCOc1ccc(S(=O)(=O)/N=C(/Nc2ccc(S(N)(=O)=O)cc2)c2ccccc2)cc1	1	0.6	.
CCOc1ccc(C(=O)OC2CCCN(C)C2)cc1 (stereo not drawn)	10	-1.6	i
C/C(=N/O)c1cc(C(C)(C)C)c(O)c(C(C)(C)C)c1	16	0.0	i
CCC1CCc2c(sc3ncnc(N4CCOCC4)c23)C1 (stereo not drawn)	24	-0.6	i
CN1C(=O)S/C(=C/c2cccn2-c2cccc(C(=O)O)c2)C1=O	26	-0.9	i
O=C(CSC1=NC(=O)C(c2ccccc2)C(=O)N1)Nc1cccc(Cl)c1 (stereo not drawn)	12	-0.2	i
Cc1[nH]nc(C(F)(F)F)c1CCC(=O)NC1CCCCCC1	19	-0.8	.
O=C(COc1ncnc2ccccc12)N1CCN(c2ccccc2)CC1	9	-0.6	i
CCc1ccc(NC(=O)c2cc(-c3cccs3)on2)cc1	9	-3.0	i
O=C(NCCCN1CCCC1=O)c1cc(NS(=O)(=O)c2ccc(F)cc2)cc(NS(=O)(=O)c2ccc(F)cc2)c1	3	-2.3	i
Cn1cc(C(=O)N/N=C/c2cc(Br)cs2)c2ccccc21	10	-1.0	i
OCCC1CN(Cc2cccn2-c2cccnc2)CCN1Cc1ccccc1 (stereo not drawn)	6	-0.7	i
CCC(=O)Nc1cccc(-c2ccc(N3CCCCC3)nn2)c1	44	-1.7	i
COC(=O)c1ccc2c(=O)[nH]c(COC(=O)c3[nH]c(C)c(C(C)=O)c3C)nc2c1	10	-0.4	.
Cn1c(SCC(=O)Nc2nncs2)nnc1C1CC1	17	-0.3	i

Retrieved by compound from the list above:
SMILES	OX1R FRET antag	STK33 inh	KCNQ2 inh
CN(C)S(=O)(=O)CC12CCC(CC1=O)C2(C)C (stereo not drawn)	3	-0.7	i
Cn1cc(C(=O)N/N=C/c2cc(Br)cs2)c2ccccc21	10	-1.0	i
COC(=O)c1ccc(NC(=O)CSc2nnc(C)n2CC2CCCO2)cc1 (stereo not drawn)	89*	-0.9	i
O=C(NCCCN1CCCC1=O)c1cc(NS(=O)(=O)c2ccc(F)cc2)cc(NS(=O)(=O)c2ccc(F)cc2)c1	3	-2.3	i

The list continues:
SMILES	OX1R FRET antag	STK33 inh	KCNQ2 inh
Cc1cc(C)cc(C(=O)NCC(=O)OCC(=O)N2CCCCC2)c1	12	-0.4	i
Cc1cc(C)cc(NCc2cc(=O)oc3cc(C)c(O)cc23)c1	5	0.5	i
CC1=NN(C(=O)c2cc(C)nn2C)C(O)(C(F)(F)F)C1 (stereo not drawn)	10	-0.1	i
Cc1nnc(-c2cnn(C)c2N)n1Cc1ccccc1	15	-1.4	i
Cn1c2ccccc2c2cnn(CC(=O)Nc3ccccc3Br)c(=O)c21	9	-0.1	i
COCCCNC(=S)N1CCCN(c2nc3cc(C)c(C)cc3cc2C#N)CC1	13	-1.6	i
O=[N+]([O-])c1ccc(Nc2nc(N/N=C/c3cccc(F)c3)nc(N3CCCC3)n2)cc1	10	-1.3	i
O=[N+]([O-])c1ccc(N/N=C/c2ccccc2O)cc1	17	-0.3	i
CCSc1nc2c(c(=O)[nH]1)C(c1ccncc1)C(C(=O)OC(C)C)=C(C)N2 (stereo not drawn)	13	-7.1	i
Cc1cc(C(=O)NCc2cccnc2)cs1	-5	1.2	i
COC(=O)c1ccc(CN2C(=O)C(C)N(C(=O)c3c(F)cccc3F)c3ccccc32)cc1 (stereo not drawn)	5	-0.9	i
NNC(=O)c1cccn(Cc2cccc(C(F)(F)F)c2)c1=O	14	-0.5	i
COc1ccccc1N(CC(=O)Nc1cccnc1)S(C)(=O)=O	7	-2.7	i
CCOC(=O)/C(C(C)=O)=C1\OC(=O)c2ccccc21	6	-0.5	i
C[C@@H]1CN([C@@H](C)CO)C(=O)Cc2cc(NS(=O)(=O)c3ccccc3)ccc2O[C@H]1CN(C)S(C)(=O)=O	11	0.5	.
CCc1nnc(NC(=O)C2Cc3ccccc3C(=O)O2)s1 (stereo not drawn)	15	0.3	i
Fc1ccc(-c2nnc(-c3ccc(F)cc3)o2)cc1	.	-1.7	i
Cc1ccc(NC2CCCCC2NS(=O)(=O)c2ccc(Cl)cc2)cc1 (stereo not drawn)	27	-0.5	i
COCCCNCCCOc1ccc(Cl)cc1C(C)(C)C	17	.	i
CC(=O)N1N=C(c2cccc([N+](=O)[O-])c2)OC1c1ccc(Br)cc1 (stereo not drawn)	20	-0.4	i
O=C(c1ccc2c(c1)CCN2S(=O)(=O)c1ccccc1)N1CCN(c2ccccc2)CC1	13	0.7	i
COc1ccc2c(c1)C(=O)N(c1ccccc1)C(=O)C2	25	-2.2	i
COc1cc(OC)c(NC2c3ccccc3C(=O)N2c2cc(C)ccn2)cc1Cl (stereo not drawn)	-1	1.4	i
C[C@H](CO)N1C[C@H](C)[C@@H](CN(C)C(=O)Nc2ccc3c(c2)OCO3)Oc2ccc(NS(=O)(=O)c3ccccc3)cc2C1=O	8	-0.8	.
Cn1c(=O)n(Cc2ccccc2)c2ccccc21	2	-1.4	i
COC(=O)c1c(-c2ccc(OC)cc2)sc2ccc(-c3ccc4c(c3)OCO4)cc12	4	-0.9	.
Cc1nc(N2CCOCC2)nc(Oc2ccccc2)c1[N+](=O)[O-]	16	-1.7	i
COC(=O)c1c(N=CN(C)C)c(C#N)c2n1CCCC2	6	-0.2	i
COc1cccc(NC(=S)NC(=O)c2cccnc2)c1	10	0.8	i
CCO/N=C(\N)c1[nH]ncc1Br	10	-0.2	i
CCCCN(C)Cc1c(C(=O)N2CCc3ccccc3C2)nc2ccc(Cl)cn12	38	0.0	-5.6*
CN(Cc1ccccc1)C(=S)Nc1ccc2nc3n(c(=O)c2c1)CCCCC3	31	0.1	i
CC(CS(=O)(=O)c1ccccc1[N+](=O)[O-])N1CCOCC1 (stereo not drawn)	15	-1.3	i
O=C(c1ccco1)N(Cc1ccc2c(c1)OCO2)Cc1cc2cc3c(cc2[nH]c1=O)OCO3	6	-2.1	i
CCOC(=O)Cn1nc(-c2ccc(Cl)cc2)ccc1=O	14	-0.5	i
COCCCNC(=S)N(Cc1cccnc1)Cc1ccc(OC)c(OC)c1	10	-0.4	i
Cc1ccc(CNC(=S)Nc2cc(C)ccc2OC(F)F)cc1	8	-2.2	i
CN(C)C(=O)c1c(C(F)(F)F)nn(C)c1Cl	15	1.0	i
CCN(CC)CCNC(=O)c1ccc(Cl)c(S(=O)(=O)N2CCCCCC2)c1	-7	-0.5	i
COc1ccc(-c2c[n+]3c4n2CCCCC4=C(c2ccc(Br)cc2)C3)cc1	8	-2.8	-8.7*
Cc1nn(CC(=O)NCCCN2CCOCC2)c(C)c1[N+](=O)[O-]	3	-0.5	i
COc1ccccc1CCNC(=O)C1CCC(=O)N(C2CCCCCC2)C1 (stereo not drawn)	.	-0.5	i
CC(C)[C@H](NC(N)=O)C(=O)Nc1cccc([N+](=O)[O-])c1	32	0.4	i
CC1CCN(c2ccc(NC(=O)C3CCCN3S(=O)(=O)c3ccc(F)cc3)cc2)CC1 (stereo not drawn)	0	-0.4	.
CC(C)CN(C(=O)COC(=O)c1nc(Cl)ccc1Cl)c1c(N)n(Cc2ccccc2)c(=O)[nH]c1=O	20	-1.5	i
COc1cnn(-c2ccc(C)cc2)c(=O)c1Br	21	-0.3	i
CCOc1cccc(CN2CCCC(N3CCN(c4cccc(Cl)c4)CC3)C2)c1O (stereo not drawn)	30	-0.1	i
CCOC(=O)C1=C(N)n2c(s/c(=C\c3ccco3)c2=O)=C(C(=O)OCC)C1c1ccco1 (stereo not drawn)	12	0.5	i
Cc1ccc2c(-c3csc(N)n3)c[nH]c2c1	-3	-0.2	i
CSc1nnc(CNC(=O)C23CC4CC(CC(C4)C2)C3)n1Cc1ccccc1	-2	1.4	i
CCCCOc1ccc(C(NC(=O)OCC)NC(=O)OCC)cc1	6	-0.7	i
COc1cc2nc(CN3CCC(Cc4ccccc4)CC3)[nH]c(=O)c2cc1OC	10	-2.0	i
O=C1CN(CC(=O)NC(=O)NCc2ccccc2)CCN1	5	2.3	i
C=CCN1C=C/C(=C\C=C(C#N)C#N)c2ccccc21	32	10	i
CCc1ccc2[nH]c(=O)c(CN(CCN(CC)CC)C(=S)NCc3ccco3)cc2c1	15	1.6	i
Oc1oc(-c2ccco2)nc1C=Nc1ccccc1	11	2.9	i
Cc1cc(NC(=O)Nc2ccc(OCc3ccccc3)cc2)n(C)n1	-2	-1.8	i
CCCCN(CC)Cc1ccc(CNC(=S)Nc2ccc(C)cc2Cl)o1	31	-0.1	i
Cc1oc(C(=O)O)cc1COc1ccc2c3c(c(=O)oc2c1C)CCC3	10	-0.8	i
C/C(=N/NC(=O)NC12CC3CC(CC(C3)C1)C2)c1ccccc1	0	0.0	i
New compounds follow:
SMILES	OX1R FRET antag	STK33 inh	KCNQ2 inh
O=C(CC(c1ccccc1)c1ccccc1)NCc1cccnc1	6	0.1	i
COc1cccc(/C=N/NC(=O)c2[nH]nc3c2CCc2ccccc2-3)c1	-1	0.6	i
O=C(NCc1ccccc1)c1ccccc1CO	9	-0.3	i
CCc1ccc2[nH]c(=O)c(CN(Cc3ccccc3)Cc3nnnn3Cc3ccco3)cc2c1	25	-0.8	i
C/C(=N\Nc1cc(N2CCOCC2)ncn1)c1cccc([N+](=O)[O-])c1	11	-0.9	i
COc1ccc(C(=O)Nc2cccc(C)c2)cc1	7	5.3	i
NC(=O)[C@@H]1CCOc2c(I)cc([N+](=O)[O-])cc2C(=O)N[C@@H](CO)C(=O)NCC(=O)N1	22	-0.2	i

Entries from the list above that have an NH in an aromatic ring:
SMILES	OX1R FRET antag	STK33 inh	KCNQ2 inh
Cc1ccc(-c2cc(C(=O)OCC(=O)N(C)c3c(N)n(Cc4ccccc4)c(=O)[nH]c3=O)c3ccccc3n2)o1	19	1.3	i
Cn1c(SCc2nc3ccccc3c(=O)[nH]2)nc2ccccc21	26	0.1	i
Cc1[nH]nc(C(F)(F)F)c1CCC(=O)NC1CCCCCC1	19	-0.8	.
COC(=O)c1ccc2c(=O)[nH]c(COC(=O)c3[nH]c(C)c(C(C)=O)c3C)nc2c1	10	-0.4	.
CCSc1nc2c(c(=O)[nH]1)C(c1ccncc1)C(C(=O)OC(C)C)=C(C)N2 (stereo not drawn)	13	-7.1	i
CCO/N=C(\N)c1[nH]ncc1Br	10	-0.2	i
O=C(c1ccco1)N(Cc1ccc2c(c1)OCO2)Cc1cc2cc3c(cc2[nH]c1=O)OCO3	6	-2.1	i
CC(C)CN(C(=O)COC(=O)c1nc(Cl)ccc1Cl)c1c(N)n(Cc2ccccc2)c(=O)[nH]c1=O	20	-1.5	i
Cc1ccc2c(-c3csc(N)n3)c[nH]c2c1	-3	-0.2	i
COc1cc2nc(CN3CCC(Cc4ccccc4)CC3)[nH]c(=O)c2cc1OC	10	-2.0	i
CCc1ccc2[nH]c(=O)c(CN(CCN(CC)CC)C(=S)NCc3ccco3)cc2c1	15	1.6	i
COc1cccc(/C=N/NC(=O)c2[nH]nc3c2CCc2ccccc2-3)c1	-1	0.6	i
CCc1ccc2[nH]c(=O)c(CN(Cc3ccccc3)Cc3nnnn3Cc3ccco3)cc2c1	25	-0.8	i
